# SR-BI HDL uptake – inhibitors of SR-BI mediated HDL lipid uptake, primary screen, ldlA[mSR-BI] cells, fluorescence, single point; inhibition, % at 12.5 µM; ldlA[mSR-BI] CHO cells, DiI-HDL uptake fluorescence, 3 h; 320,000 tested, 0.96% active; Scavenger receptor class B member 1 (Mus musculus), Q61009; AID 488896, 2010;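 active = mean replicate inhibition of at least 70% and a set share of replicates each scoring 70 or more; inconclusive = meets just one of the two criteria; inactive = fails both criteria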;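 also: 0% = median of neutral control wells and 100% = median of positive control wells; values of inactives mirror those of a sister screen read the other way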
# Target sequence (Q61009 whole entry, looked up): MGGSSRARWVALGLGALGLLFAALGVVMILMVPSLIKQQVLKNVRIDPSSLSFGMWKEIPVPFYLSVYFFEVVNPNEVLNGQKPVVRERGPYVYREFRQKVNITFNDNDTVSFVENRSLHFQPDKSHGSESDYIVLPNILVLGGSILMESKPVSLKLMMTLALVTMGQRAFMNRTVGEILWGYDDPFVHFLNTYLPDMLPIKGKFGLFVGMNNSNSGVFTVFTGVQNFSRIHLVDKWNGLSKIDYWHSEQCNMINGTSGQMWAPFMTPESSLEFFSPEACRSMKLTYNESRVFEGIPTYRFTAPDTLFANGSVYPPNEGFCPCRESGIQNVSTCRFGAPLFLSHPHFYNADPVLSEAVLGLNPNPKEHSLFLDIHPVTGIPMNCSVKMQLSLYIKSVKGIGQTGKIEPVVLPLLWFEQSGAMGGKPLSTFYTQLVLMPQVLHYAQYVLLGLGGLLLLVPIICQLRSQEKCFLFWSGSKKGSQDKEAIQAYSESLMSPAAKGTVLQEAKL
# CAL PDZ FP-1 – untagged CAL PDZ binding inhibitors, primary screen, biochemical, fluorescence polarization, HTS; AID 602252, 2012; purified CAL PDZ, TMR-peptide fluorescence polarization, 1 h; Golgi-associated PDZ and coiled-coil motif-containing protein (Homo sapiens), Q9HD26; inhibition, % at 24.9 µM; 300,000 tested, 0.92% active;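 active = mean inhibition of at least 30% with at least half of replicates also reaching 30%; inconclusive = no clear call, values can overlap the other calls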;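 also: 0% = DMSO neutral control and 100% = excess unlabeled competitor peptide PRC23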
# MITF act – activators of MITF-driven TRPM1 promoter reporter, primary screen, cell-based, SK-MEL-5, luciferase, single point. 300,000 tested, 0.75% active. AID 588334, 2011. activation, % at 12.5 µM. SK-MEL-5 TRPM1-promoter luciferase, 24 h; % of positive control, neutral wells = 0;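 active = mean activation of at least 80% with every replicate also reaching 80%; inconclusive = mean reaches 80% but some replicate falls short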;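 also: 0% = neutral control wells and 100% = parthenolide positive control wells; values of inactives mirror those of a sister screen read the other way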
# CAL PDZ FP-2 – CAL PDZ peptide-binding inhibitors, primary screen, biochemical, fluorescence polarization, Cer-tagged CAL PDZ, HTS; Golgi-associated PDZ and coiled-coil motif-containing protein (Homo sapiens), Q9HD26; purified CAL PDZ, TMR-peptide fluorescence polarization, 1 h; inhibition, % at 20 µM; 330,000 tested, 0.02% active; AID 504414, 2011;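 active = highest replicate inhibition of at least 40%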;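 also: plate controls were DMSO neutral control wells for no effect and unlabeled competitor peptide control wells for full effect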
#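 Assay system – tagged CAL PDZ protein CerCALP, purified · Timing – 1 h at RT · Compound – single point, 20 µM · Measured by – fluorescence polarization from S- and P-plane intensities, G-factor corrected · Evaluation – inhibition from polarization loss · Probe or stimulus – TMR reporter peptide T*-PRC34 · Buffer or medium – pH 7.4 phosphate-saline buffer, reducing agent, detergent, IgG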
# E coli growth – E. coli V3065 growth inhibition, primary screen, counter-screen for AddAB inhibitor project, absorbance, OD600; 18 h; inhibition, % at 11.9 µM; 330,000 tested, 0.27% active;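 active = inhibition above the campaign's mean inhibition across all tested compounds plus 3 SD, cut at about 9.9% in these data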;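 also: uninfected addAB+ strain grown without phage in ampicillin broth; 0% = DMSO wells and 100% = ciprofloxacin 0.95 µg/ml wells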
# Wnt act – Wnt/beta-catenin pathway activators, primary screen, cell-based, plate reader, single point | Wnt/beta-catenin reporter cell assay, activator | AID 743398, 2014 | 300,000 tested, 1.2% active | activation, % at 9.35 µM; in the data active = activation above about 30%, passing the limit was not always enough; inconclusive = no clear call, values can overlap the other calls;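 also: 0% = neutral control wells and 100% = positive control wells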
# AddAB inh – growth inhibition of E. coli expressing H. pylori AddAB, primary screen, AddAB inhibitor project, absorbance; inhibition, % at 11.9 µM; 330,000 tested, 0.29% active; in the data active = inhibition above about 12%;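 also: 0% = vehicle wells of infected cells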
# SR-BI uptake up – activators of SR-BI mediated DiI-HDL uptake, primary screen, ldlA[mSR-BI] CHO cells, DiI fluorescence. 3 h; 100 = double the neutral-control signal. activation, % at 12.5 µM. 320,000 tested, 0.096% active. AID 504775, 2011;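 active = mean replicate activation of at least 60% and every replicate at or above 60%; inconclusive = mean or all-replicate condition met, but not both; inactive = mean below 60% and not all replicates reaching 60%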;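 also: 0% = median plate neutral-control signal and 100% = twice that signal; values of inactives mirror those of a sister screen read the other way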
#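 Material – SR-BI-overexpressing, LDLR-lacking CHO cells · Medium – BSA-supplemented, HEPES-buffered Ham's F12, pH 7.4 · Doses – single concentration · Times – compound with DiI-HDL co-incubation, 3 h at 37 °C · Measured by – bottom-read fluorescence, 550/595 nm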
# phage Ecoli inh – growth loss of phage-infected E. coli, primary screen, RecBCD inhibitor project, absorbance, with phage, HTS; 360,000 tested, 0.26% active; inhibition, % at 11.9 µM; in the data active = inhibition above about 11%
# Tat export inh – E. coli Tat export inhibitors, primary screen, MC4100, TorA-mCherry reporter, fluorescence, single point; inhibition, % at 10 µM; 340,000 tested, 0.036% active;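 active = mean replicate inhibition at least 50% and at least half of replicates individually reaching 50%; inconclusive = only one of the two criteria met; inactive = neither criterion met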;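 also: exported cargo escapes ClpAP degradation while cytoplasmic cargo is degraded and loses fluorescence; 0% = median of neutral control wells and 100% = median of NaSCN control wells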
# An asterisk follows results filed as active; ? = inconclusive; / = no result given.
no.	SMILES	SR-BI HDL uptake	CAL PDZ FP-1	MITF act	CAL PDZ FP-2	E coli growth	Wnt act	AddAB inh	SR-BI uptake up	phage Ecoli inh	Tat export inh
1	O=C(Nc1ccccc1)c1cccc(S(=O)(=O)Oc2ccc([N+](=O)[O-])cc2)c1	8	0	-13	-2.5	1.6	-1	2.4	-8	2.6	1
2	Cc1ccc(NC(=O)C2CCN(S(=O)(=O)c3cnc[nH]3)CC2)cc1C	-15	-5	-6	-0.2	0.5	/	2.4	15	3.7	5
3	O=C(Nc1ccc(Cl)c(Cl)c1)c1cccc(S(=O)(=O)NCc2cccnc2)c1	5	-4	-28	-4.4	0.2	-8	2.2	-5	4.7	-3
4	N#CC1=C(N)Oc2cc(N)ccc2C1c1ccsc1 (centres undefined)	1	-2	12	-2.5	-3.3	-1	3.0	-1	-1.2	2
5	Cc1ccc2nc(-c3ccc(NS(=O)(=O)c4ccc(F)c(F)c4)cc3)sc2c1	14	-4	58	-1.7	-1.2	38*	0.5	-14	1.9	-3
6	O=C(NCc1ccco1)c1ccc(Cn2c(=O)c3sccc3n(Cc3ccc(F)cc3)c2=O)cc1	29	-8	11	-2.0	0.1	-3	3.4	-29	3.3	1
7	Cc1ccc(C)c(N2C(=O)CC(Cc3ccc(Cl)cc3)C2=O)c1 (centres undefined)	12	3	/	-1.0	-1.5	2	-0.1	-12	-0.5	-3
8	COc1ccccc1CN(C)C(=O)COC(=O)c1cc(C)oc1C	-2	-5	3	-2.6	/	2	/	2	2.5	-5
9	O=C(COC(=O)COc1ccc2ccccc2c1)Nc1cc(C(F)(F)F)ccc1N1CCOCC1	5	0	-8	-1.8	-0.8	-7	0.7	-5	2.4	0
10	Cc1c(Cl)c([N+](=O)[O-])nn1CCCC(=O)Nc1cccnc1	/	/	-6	-0.6	-0.3	-1	-1.7	/	2.9	-1
11	Cc1cc(NC(=O)CSc2nc(N)c(NC(=O)c3ccccc3F)c(=O)[nH]2)no1	-16	1	7	-2.9	-0.4	3	1.4	16	-0.4	-3
12	Cc1ccc(NC(=O)CSc2nc(=O)cc(N)n2-c2ccccc2)cc1	-3	-1	4	-4.2	-0.1	-2	-0.3	3	2.1	0
13	CN1N=C(/C=C/c2ccccc2)CCC1=O	-3	4	39	-0.3	1.7	-1	2.9	3	4.9	-11
14	COc1cc(/C=C2\C(=N)N3N=CSC3=NC2=O)cc(Br)c1OC(=O)c1ccco1	3	5	2	-2.3	-1.3	-1	1.3	-3	4.5	3
15	CC1CCCC(C)N1C(=O)COC(=O)C1CCN(S(=O)(=O)c2ccc3c(c2)OCCO3)CC1 (centres undefined)	2	-5	9	0.0	0.1	-1	-1.1	-2	5.1	3
16	CCOc1ccccc1N(CC(=O)Nc1cc(OC)ccc1OC)S(=O)(=O)c1ccccc1	12	-5	/	0.7	/	1	/	-12	0.5	-2
17	Cc1ccc(CNC(=O)CO/N=C/c2ccc(C(C)(C)C)cc2)cc1	-23	-4	6	0.2	1.2	-2	4.0	23	2.0	5
18	O=C1Cn2c(nc3ccccc32)-c2ccccc2N1	-4	-3	4	-1.0	-0.1	/	2.3	4	1.2	2
19	CC(C)CCNC(=O)CN(C(=O)CCC(=O)Nc1ccccn1)c1ccc2c(c1)OCO2	-8	/	/	-1.0	-3.2	0	2.4	8	2.9	-6
20	C/C(=C1/SC(N2CCCC2)=NC1=O)c1ccc(Br)cc1	22	-11	4	-5.7	0.6	/	-2.9	-22	-0.5	2
21	O=C(NCCc1ccc2c(c1)OCCO2)c1cc(S(=O)(=O)N2CCCC2)ccc1Cl	28	-3	2	-2.1	/	0	/	-28	1.6	-4
22	Cc1c(C(=O)O)[nH]c2c1C(=O)CC(c1ccc(C(C)(C)C)cc1)C2 (centres undefined)	7	7	19	-0.6	0.3	0	0.3	-7	0.9	7
23	C/C=C/c1ccc(OCC(=O)NNC(=O)CN(C)S(=O)(=O)c2ccc(C)cc2)c(OC)c1	32	0	-7	0.0	1.7	-3	0.5	-32	-0.3	10
24	CCCCN1CC(COCc2ccccc2)Oc2cc(Br)ccc2S1(=O)=O (centres undefined)	68	9	11	0.3	/	-1	/	-68	0.8	4
25	Cc1cc(C(=O)N2CCN(c3ncccn3)CC2)c2cc(F)ccc2n1	-1	4	2	0.1	0.6	0	0.4	1	-0.7	-1

# The results go on:
no.	SMILES	SR-BI HDL uptake	CAL PDZ FP-1	MITF act	CAL PDZ FP-2	E coli growth	Wnt act	AddAB inh	SR-BI uptake up	phage Ecoli inh	Tat export inh
26	NNC(=O)c1ccc(COc2ccc3c(c2)CCC3)cc1	43	-4	17	-1.6	1.2	11	4.1	-43	2.7	-4
27	CC(C)OC(=O)CSc1nc2ncccc2[nH]1	29	1	-6	-0.6	-1.3	/	2.0	-29	1.2	5
28	CC(=O)Oc1ccc(OC(C)=O)c2c1C1C=CC2CC1	-22	3	10	-1.2	/	-1	/	22	1.9	13
29	CCOC(=O)c1ccc(NC(=O)CSc2nc(SC)ns2)cc1	12	/	65	-1.2	1.4	/	1.6	-12	3.4	-1
30	Cc1ccc(NC(=O)COC(=O)c2cccc(OC(F)F)c2)cc1S(=O)(=O)N1CCCCC1	31	-1	10	-1.4	0.9	3	-0.3	/	1.5	1
31	O=C(O)C(Cc1ccc(Cl)cc1)Sc1nc2ccccc2[nH]1 (centres undefined)	-13	-4	1	-0.2	/	0	/	13	1.0	-5
32	COc1ccc(OC)c(-n2c(C)cc(/C=C3\C(=N)N4N=C(CC(=O)N5CCOCC5)SC4=NC3=O)c2C)c1	9	-3	-1	-3.0	-1.1	-3	2.5	-9	0.8	-5
33	CCOC(=O)N1CCC(NC(=O)CS(=O)(=O)Cc2nc(-c3ccccc3Cl)oc2C)CC1	37	3	-13	-1.3	0.1	-2	0.5	-37	1.4	7
34	NC(=O)COc1ccc2cc(-c3ccc(F)cc3)c(=O)oc2c1	-16	-4	41	-0.8	-0.8	6	0.2	16	1.3	-3
35	Cc1csc(NC(=O)CSc2nnc(-c3ccncc3)n2C)n1	/	6	3	-0.8	-1.7	/	1.2	/	2.0	-1
36	COc1cccc(-c2nc(CSCC(=O)N3CCc4ccccc43)c(C)o2)c1	-4	-1	/	-1.4	0.7	0	2.6	4	1.4	-3
37	CC(NC(=O)c1ccc([N+](=O)[O-])o1)C1CC2CCC1C2 (centres undefined)	21	-2	-49	1.0	1.5	/	-0.2	-21	/	-6
38	O=C(NN1C(=O)/C(=C/c2ccc(O)c([N+](=O)[O-])c2)SC1=S)c1ccccc1Cl	-8	-5	-14	0.6	0.3	-1	2.5	8	4.4	5
39	O=C(Cn1cc(CCO)nn1)N1CCNCC1	-19	0	5	0.9	0.3	-5	3.4	19	-2.1	-6
40	C=CCN=C(NC#N)SCC(=O)c1cccc(OC)c1	9	-2	73	-0.8	-3.7	26	-0.6	-9	4.1	7
41	CCOc1c2ccc(C(=O)NCc3ccc(C)cc3)cc2nn1CC	2	-3	9	-1.2	-3.1	2	0.0	-2	3.0	6
42	O=C(Cn1cncn1)NCc1ccc(Cl)cc1	-20	-4	-11	-2.3	0.8	/	3.8	20	2.0	-2
43	COc1ccc(/C=C/C(=O)OCC(=O)NC2CCCC(C)C2C)cc1 (centres undefined)	-11	-3	6	-1.2	1.2	-11	1.0	11	3.6	-11
44	CC1(C)CC(=O)C2=C(C1)N(CCN1CCOCC1)C1=C(C(=O)CC(C)(C)C1)C2c1ccc(Cl)c([N+](=O)[O-])c1	3	4	5	0.0	-4.7	0	1.3	-3	0.6	-3
45	O=C1C=C(c2cccc(Cl)c2)C[C@@H](c2ccc(F)cc2)C1	18	-1	3	-0.2	1.1	/	2.0	-18	/	7
46	O=C(NCc1nnc(SCC(=O)N2CCOCC2)o1)c1cccs1	-5	-2	-5	-1.2	-2.6	/	4.3	5	5.6	-9
47	CC12CCC(=O)N1C(C(=O)N1CCN(S(=O)(=O)c3ccccc3F)CC1)CS2 (centres undefined)	12	-2	11	-2.0	0.4	-2	5.2	-12	1.2	2
48	O=C(COC(=O)c1ccc(F)cc1Cl)NC1CCS(=O)(=O)C1 (centres undefined)	-11	3	2	1.0	0.1	0	2.1	11	2.2	6
49	C/C(CC(=O)Nc1ccc(C)c(Cl)c1)=N\NC(=O)c1ccccn1	2	-5	4	-3.1	-1.1	10	4.0	-2	0.1	1
50	Cc1ccc(S(=O)(=O)NC(=O)Nc2ccccc2)cc1	/	/	2	-1.2	0.7	-1	3.9	/	2.7	5

# Later entries.
no.	SMILES	SR-BI HDL uptake	CAL PDZ FP-1	MITF act	CAL PDZ FP-2	E coli growth	Wnt act	AddAB inh	SR-BI uptake up	phage Ecoli inh	Tat export inh
51	CCOC(=O)C1=C(C)NC(=S)NC1c1ccc(OCC(=O)N2CCCCCC2)c(OC)c1 (centres undefined)	?	-3	1	-1.7	-4.4	-6	3.7	-71	0.8	0
52	C/C(=N/NC(=O)c1cccs1)c1cccc(NC(=O)C2CC2)c1	4	-5	22	/	0.2	/	2.7	-4	0.8	1
53	COc1ccc(CC(=O)OCC(=O)c2ccc(S(=O)(=O)N3CCCCC3)cc2)cc1	-16	-1	-6	-1.7	1.6	-8	2.8	16	0.7	-6
54	Cc1ccccc1N1CCN(C2CCCN(C(=O)CCN3CCCCO3)C2)CC1 (centres undefined)	-8	/	-1	-1.6	1.7	2	2.9	8	1.2	-4
55	COc1cccc(C2CC(C(F)(F)F)n3ncc(C(=O)NCc4ccco4)c3N2)c1 (centres undefined)	/	-4	14	-0.1	0.6	/	-0.8	/	4.7	4
56	O=C(Nc1ccc(C2=NCCN2)cc1)c1ccc(C(=O)Nc2ccc(C3=NCCN3)cc2)c([N+](=O)[O-])c1	36	-24	19	-2.0	25*	2	27*	-36	9.8	64*
57	CC1(C)Cc2cccc(Oc3cc(NN4CCCCC4)c([N+](=O)[O-])cc3[N+](=O)[O-])c2O1	-7	-1	-7	-0.2	0.1	-5	-1.8	7	0.6	-6
58	CCN(CC)S(=O)(=O)c1ccc2c(c1)CC(C(=O)N1CCCC1)N2C(C)=O (centres undefined)	9	-6	/	-0.2	1.8	0	-0.9	-9	-2.6	-12
59	CCOC(=O)C1CCN(C(=O)Cn2cnc3sc(C)c(S(=O)(=O)N4CCOCC4)c3c2=O)CC1	-12	-1	8	-2.1	3.0	-1	5.2	12	1.0	15
60	Clc1ccc(N2CCN(/N=C/c3ccncc3)CC2)cc1	13	-1	-10	0.1	-3.4	-2	1.3	-13	3.0	-1

# Rows were taken by chance (roughly 3.6% active in at least one column).
